# High-throughput results as filed in PubChem.
# RGS8-Gao reg = modulates binding of RGS8 to human Galphao. P09471. multiplexed bead flow cytometry; actives lie on both sides. response (percent of control binding), % at 10 µM. actives 0.34% (n = 220,000); in the data active = response below about 60% or above about 140%; inactive = in between;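 note: Galphao activated as the GDP aluminium fluoride complex binding bead-coupled RGS8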
# Target sequence (P09471 whole entry, looked up): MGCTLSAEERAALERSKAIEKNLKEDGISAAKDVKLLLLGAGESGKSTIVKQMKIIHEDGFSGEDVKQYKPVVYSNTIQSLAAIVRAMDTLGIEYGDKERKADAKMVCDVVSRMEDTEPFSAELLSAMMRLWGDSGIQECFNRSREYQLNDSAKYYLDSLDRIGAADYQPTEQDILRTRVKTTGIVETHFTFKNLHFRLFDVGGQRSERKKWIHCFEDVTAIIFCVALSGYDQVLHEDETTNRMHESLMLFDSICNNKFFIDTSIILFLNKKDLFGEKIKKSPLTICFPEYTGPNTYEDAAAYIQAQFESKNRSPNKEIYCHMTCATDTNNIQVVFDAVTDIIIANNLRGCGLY
# RGS4-Gao reg = human RGS4-Galphao interaction regulation | P09471 | Multiplexed bead flow cytometry, RGS4-Galphao binding; actives lie on both sides | binding response (% of control), % at 10 µM | actives 0.33% (n = 220,000) | AID 1415; in the data active = binding response below about 49% or above about 150%; inactive = in between;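 note: fluorescent Galphao activated with aluminum fluoride binding bead-coupled RGS4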
# Bim-Bcl-B = disrupts Bim peptide binding to human Bcl-B | Q9HD36 | bead-based flow cytometry | inhibition, % at 10 µM | actives 0.073% (n = 190,000) | AID 951;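 note: 0% = tracer peptide without compound and 100% = reference inhibitor peptide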
# Target sequence (Q9HD36 whole entry, looked up): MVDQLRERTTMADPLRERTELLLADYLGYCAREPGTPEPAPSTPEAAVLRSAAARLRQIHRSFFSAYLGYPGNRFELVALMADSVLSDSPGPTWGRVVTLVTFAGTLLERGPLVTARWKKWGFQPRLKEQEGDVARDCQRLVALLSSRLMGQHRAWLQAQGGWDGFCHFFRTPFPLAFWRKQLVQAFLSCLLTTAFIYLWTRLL
# Bfl-1 Bim block = inhibitors of Bim-Bfl-1 interaction, human; actives 0.12% (n = 190,000); inhibition, % at 10 µM; Q16548; Bead-based flow cytometry, Bim-Bfl-1 binding inhibition;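 note: 0% = wells without compound plus tracer and 100% = blocker peptide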
# Bim-Bcl-W = human Bim-Bcl-W interaction inhibition; bead-based flow cytometry, Bim peptide-Bcl-W binding; Q92843; actives 0.02% (n = 190,000); inhibition, % at 10 µM;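 note: 0% = bound tracer without compound and 100% = peptide blocker; higher means less fluorescent Bim peptide bound to Bcl-W beads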
# Target sequence (Q92843 whole entry, looked up): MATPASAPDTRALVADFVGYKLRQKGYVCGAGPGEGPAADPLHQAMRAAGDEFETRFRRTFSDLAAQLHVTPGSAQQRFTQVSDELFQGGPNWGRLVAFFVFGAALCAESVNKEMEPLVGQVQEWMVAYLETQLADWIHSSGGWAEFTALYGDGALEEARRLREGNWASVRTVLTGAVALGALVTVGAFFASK
# Bim-Bcl-XL = inhibitors of Bim-Bcl-XL interaction, human. Bim peptide-Bcl-XL binding, bead flow cytometry, fluorescence. Q07817. inhibition, % at 10 µM. actives 0.04% (n = 190,000)
# RGS7-Gao reg = regulators of human RGS7-Galphao interaction; actives 0.35% (n = 220,000); Multiplexed bead flow cytometry, RGS7-Galphao binding; actives lie on both sides; P09471; binding response (% of control), % at 10 µM; in the data active = binding response below about 49% or above about 150%; inconclusive = no clear call, values can overlap the other calls; inactive = in between;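 note: fluorescent Galphao held in activated GDP-AlF4 state binding bead-coupled RGS7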
# ABCG2 inh = inhibitors of human ABCG2 transporter, ABCB1 counter-screen; inhibition, % at 6.6 µM; IgMXP3 cells, JC-1 efflux, flow cytometry; actives 0.1% (n = 190,000); Q9UNQ0; AID 1325;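 active = inhibition above 80%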;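 note: 0% = DMSO and 100% = nicardipine control wells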
#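 Times: 10 min at 25 °C | Test system: Two drug-resistant human cell lines, ABCG2 and ABCB1 | Quantity: 3 million cells/mL final, two lines in 1:1 ratio | Signal: Flow cytometry, 530 nm JC-1 signal | Dosing: Compound at 6.6 µM | Controls: Nicardipine and DMSO wells | Reagent: JC-1 as fluorescent efflux pump substrate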
# Mcl-1 Bim block = human Bim-Mcl-1 interaction inhibition | Q07820 | Bead-based flow cytometry, Bim peptide-Mcl-1 binding | inhibition, % at 10 µM | actives 0.1% (n = 190,000) | AID 1009;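 note: 0% = no compound tracer wells and 100% = peptide blocker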
# ABCB1 block = inhibitors of human ABCB1 transporter, ABCG2 counter-screen; P08183; CCRF-Adr cells, JC-1 efflux, flow cytometry; inhibition, % at 6.6 µM; actives 0.067% (n = 190,000); AID 1326; in the data active = inhibition above about 40%;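 note: 0% = vehicle and 100% = reference inhibitor; higher value means more JC-1 retained so stronger ABCB1 efflux block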
# Bcl-2 Bim block = inhibitors of Bim-Bcl-2 interaction, human; P10415; Bead-based flow cytometry, Bim peptide-Bcl-2 binding; inhibition, % at 10 µM; actives 0.06% (n = 190,000); AID 950; in the data active = inhibition above about 40%; inconclusive = no clear call, values can overlap the other calls;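 note: 0% = no compound wells with probe peptide and 100% = reference peptide inhibitor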
# Target sequence (P10415 whole entry, looked up): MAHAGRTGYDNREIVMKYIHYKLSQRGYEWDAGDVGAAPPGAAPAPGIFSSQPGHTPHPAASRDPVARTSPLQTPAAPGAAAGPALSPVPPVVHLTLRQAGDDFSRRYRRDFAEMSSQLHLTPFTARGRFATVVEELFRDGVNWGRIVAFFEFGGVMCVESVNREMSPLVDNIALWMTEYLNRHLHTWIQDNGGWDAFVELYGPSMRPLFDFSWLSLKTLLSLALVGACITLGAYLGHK
# * = called active by the depositor; ? = inconclusive; . = no result given; & = joins results of further samples; [ ] = dose if it differs, or a comment. Cut-off read from the data, not from the text of the source, unless noted: active = inhibition above about 40%.
SMILES,RGS8-Gao reg,RGS4-Gao reg,Bim-Bcl-B,Bfl-1 Bim block,Bim-Bcl-W,Bim-Bcl-XL,RGS7-Gao reg,ABCG2 inh,Mcl-1 Bim block,ABCB1 block,Bcl-2 Bim block
O=C(/C=C/Nc1ccc(Oc2ccccc2)cc1)c1ccco1,96,93,-2,-3,-1,-5,96,7,-2,0.8,-3
CC(C)Oc1c(Cl)cc(CNC(C)(C)CO)cc1Cl,101,99,-1,0,0,-4,98,1,-1,0.3,-2
CC(=O)c1ccc(OCC(O)CN2CCC(C)CC2)cc1 (stereo not drawn),102,99,-6,-13,0,-3,99,1,-3,0.5,-7
Cc1oc(-c2ccccc2)cc1C(N)=O,99,100,-5,-21,-2,-7,101,31,-5,0.4,-11
Cc1sc2nc(C3CC3)nc(SCC(=O)N3CC(=O)Nc4ccccc43)c2c1C,95,102,0,2,4,4,99,2,0,3.4,-2
O=C(Nc1ccc(N2CCN(C(=O)c3ccco3)CC2)cc1)c1cccnc1Cl,100,101,0,-5,1,0,103,1,1,-0.2,-2
C/C(CC(=O)N1CCN(C=O)CC1)=N\NC(=O)c1ccc([N+](=O)[O-])cc1,103,100,-4,1,-2,-2,98,-2,-7,-1.1,-5
CCOc1ncccc1C(=O)N1CCN(S(=O)(=O)c2ccccc2)CC1,106,100,4,1,0,-2,98,3,0,1.6,0
Cc1ccccc1C(=O)N1CCN(c2nc(N3CCOCC3)nc(N3CCOCC3)n2)CC1,92,101,-1,1,2,-3,98,3,-2,0.4,-2
Cc1ccc(N(CC(=O)NCCSCc2ccco2)S(C)(=O)=O)cc1,97,101,-2,-2,-3,-7,98,6,-4,1.7,-3
Cc1cccc(C)c1NC(=S)N1CCCN(C)CC1,101,102,0,4,-2,0,97,5,-1,0.7,2
Cc1cc(C)cc(NC(=O)Cn2ncn3c(cc4ccccc43)c2=O)c1,103,103,-6,-12,1,-6,105,2,0,0.0,-8
CCn1c(-c2ccc(C(C)(C)C)cc2)n[nH]c1=S,98,101,-18,-3,0,8,105,0,-4,0.0,-6
CCSc1nnc(NC(=O)CSc2nccn2-c2cccc(C)c2)s1,105,103,-6,-7,0,-9,101,6,-2,1.3,-7
NNC(=O)CN(CCc1ccccc1)S(=O)(=O)c1ccc(Cl)cc1,99,104,-2,-3,0,-2,99,1,0,0.0,0
O=C(C1CCN(c2nnc(-n3cccc3)s2)CC1)N1CCN(Cc2ccc3c(c2)OCO3)CC1,102,98,-6,-13,1,-4,97,2,0,0.7,-8
COc1ccc(NC(=O)CCC(=O)N(Cc2ccc(OC)c(OC)c2)c2nccs2)cc1,102,108,5,3,3,5,105,0,1,-0.1,6
c1ccc(-c2c[nH]c3[n+]2CCCCC3)cc1,100,99,-5,-9,2,-10,100,0,0,-0.2,-7
O=C(CCNS(=O)(=O)c1cccc2nonc12)NC1CCCCCC1,102,113,-3,0,-2,0,106,-1,0,0.1,0
CCc1ccc(NC(=O)CSc2nc3n[nH]c(C)c3c(=N)n2-c2cccc(OC)c2)cc1,93,98,3,8,4,6,95,-1,1,-0.2,0

# Three structures out of the list, sorted by molecular weight, rising.
SMILES,RGS8-Gao reg,RGS4-Gao reg,Bim-Bcl-B,Bfl-1 Bim block,Bim-Bcl-W,Bim-Bcl-XL,RGS7-Gao reg,ABCG2 inh,Mcl-1 Bim block,ABCB1 block,Bcl-2 Bim block
Cc1cccc(C)c1NC(=S)N1CCCN(C)CC1,101,102,0,4,-2,0,97,5,-1,0.7,2
Cc1cc(C)cc(NC(=O)Cn2ncn3c(cc4ccccc43)c2=O)c1,103,103,-6,-12,1,-6,105,2,0,0.0,-8
CCc1ccc(NC(=O)CSc2nc3n[nH]c(C)c3c(=N)n2-c2cccc(OC)c2)cc1,93,98,3,8,4,6,95,-1,1,-0.2,0

# Compounds listed so far that have an aryl methoxy group, in the order listed:
SMILES,RGS8-Gao reg,RGS4-Gao reg,Bim-Bcl-B,Bfl-1 Bim block,Bim-Bcl-W,Bim-Bcl-XL,RGS7-Gao reg,ABCG2 inh,Mcl-1 Bim block,ABCB1 block,Bcl-2 Bim block
COc1ccc(NC(=O)CCC(=O)N(Cc2ccc(OC)c(OC)c2)c2nccs2)cc1,102,108,5,3,3,5,105,0,1,-0.1,6
CCc1ccc(NC(=O)CSc2nc3n[nH]c(C)c3c(=N)n2-c2cccc(OC)c2)cc1,93,98,3,8,4,6,95,-1,1,-0.2,0

# New compounds follow:
SMILES,RGS8-Gao reg,RGS4-Gao reg,Bim-Bcl-B,Bfl-1 Bim block,Bim-Bcl-W,Bim-Bcl-XL,RGS7-Gao reg,ABCG2 inh,Mcl-1 Bim block,ABCB1 block,Bcl-2 Bim block
COc1ccc(Br)cc1/C=N/Nc1cccc(C(=O)O)c1,99,112,-5,-6,-2,-2,172*[activator],2,0,0.7,-4
COc1cc(CN2CCNC(=O)C2CC(=O)N(C)Cc2cccnc2)cc(OC)c1 (stereo not drawn),101,97,-2,-7,-1,0,104,0,-2,-0.1,-5
CCn1c(NCc2cccs2)nc2ccccc21,102,106,-3,-10,0,0,101,1,2,-0.1,0
O=C(NCCc1ccccc1)c1cnc2ccccn2c1=O,99,86,0,2,1,0,93,4,1,0.5,0
CCCCn1c(=S)[nH]c2ccccc2c1=O,74,93,-15,2,0,-5,97,5,-2,.,0
CC(C)(C)NC(=O)c1ccc(COc2ccccc2Br)o1,100,99,1,0,0,0,99,0,1,-0.2,-3
Cn1nc(C(=O)NNC(=O)COc2ccccc2)c2ccccc2c1=O,97,94,-5,0,-3,-6,93,32,-5,1.5,0
CCOC(=O)c1ccc(-n2cncn2)nc1,139,107,-2,-1,-1,0,106,8,0,1.2,-1
CC1CCN(CCOc2cccc(Br)c2)CC1,108,104,-5,0,-2,-6,104,-2,-1,-0.7,-3
O=C1CSc2ccc(C(=O)NCCC3=CCCCC3)cc2N1,101,100,-2,-1,-1,-5,98,4,-2,0.7,0
Cc1cc(C(=O)Nc2ccc3c(c2)OCCO3)co1,120,108,0,-1,-6,-4,102,31,0,-0.5,-2
Cc1csc(NC(=O)c2cccs2)n1,88,99,2,0,0,0,91,6,0,-0.1,-4
CCC(C)(C(=O)NC1CCCC1)N(Cc1ccco1)C(=O)c1ccc2c(c1)OCO2 (stereo not drawn),102,103,-8,-12,0,1,100,1,-7,-0.5,-10
COc1cc(C2C3C(=O)N(Cc4ccccc4)C(=O)C3ON2c2ccccc2)cc(OC)c1OC (stereo not drawn),97,97,-6,-13,6,-8,97,6,0,6.4,-5
CCCCCNC(=O)CC1Nc2c3ccccc3nc(=S)n2C1=O (stereo not drawn),102,103,-9,-20,-1,-8,105,16,-4,-0.2,-9
CCOC(=O)C(C)Sc1nc(-c2ccco2)cc(C(F)(F)F)c1C#N (stereo not drawn),90,92,-5,-3,3,-1,97,1,3,0.1,-2
O=C(O)c1cc(-c2ccc(Cl)s2)nc2ccccc12,98,98,-4,-6,-4,-6,?,-6,-5,-1.3,-5
Cc1cc(C(F)F)n2ncc(C(=O)NCCc3ccccc3Cl)c2n1,105,109,-4,-7,-1,0,103,1,-2,0.1,-9
Cc1onc(-c2ccccc2Cl)c1C(=O)Nc1sc2c(c1C(N)=O)CCC(C)C2 (stereo not drawn),99,103,-14,0,-6,-10,105,3,-3,0.2,-1
N#CC(=C=[N-])c1nc2ccccc2nc1-[n+]1ccccc1,102&99,101&100,-4,-7,-5,-7,?,-2,-9,-0.7,-6
CCn1c(SCc2nc3ccccc3c(=O)[nH]2)nnc1C(C)NC(=O)c1ccccc1F (stereo not drawn),102,97,-1,-5,0,-3,103,3,0,0.7,0
NC(=O)CSc1oc(-c2ccc(F)cc2)nc1S(=O)(=O)c1ccccc1,113,108,-4,-5,0,-4,107,5,1,1.0,-5
CCCCN(CC)C(=O)c1cc2cc3ccc(OC)cc3nc2o1,95,98,-9,-19,-2,-7,99,68,-2,1.8,-14
CC(C)C1S/C(=N/N=C/c2ccco2)NC1=O (stereo not drawn),103,99,1,-1,0,-3,104,3,-2,0.4,-2
O=C(Nc1ccc2nc(-c3ccco3)c(-c3ccco3)nc2c1)NC1CC1,73,80,14,50*,35,20,66,1,21,0.1,37
CC(C)(C)NC(=O)C(OC(=O)c1cccs1)c1ccc(C#N)cc1 (stereo not drawn),102,103,-2,-5,-3,-2,102,1,0,0.5,-3
CC(C)CCn1c(CN2CCN(Cc3ccccc3)CC2)nc2c1c(=O)[nH]c(=O)n2C,145*[activator],135,-1,7,0,-1,126,2,-9,0.8,1
OC(CSc1c(Cl)cccc1Cl)CN1CCN(c2ccccc2F)CC1 (stereo not drawn),100,99,-7,-11,0,-6,97,2,0,0.8,-9
Cc1cc(/C=c2\sc3nc4ccccc4n3c2=O)c(C)n1-c1ccc(C(=O)O)cc1,100,100,-1,0,1,-1,97,2,0,0.7,-3
Cc1ccc(CN2C(=O)CCC2C(=O)NCc2ccccc2Cl)cc1 (stereo not drawn),102,102,-3,1,0,-2,101,1,2,-0.6,0
O=C(COc1ccc(Cl)cc1)N1CCN(S(=O)(=O)c2ccc(Cl)cc2)CC1,101,100,-1,-1,1,-1,96,2,-1,0.9,-3
CC(C)c1ccc(N(C(=O)c2csnn2)C(C(=O)NC(C)(C)C)c2cccnc2)cc1 (stereo not drawn),103,100,-5,-3,-10,-11,98,2,-25,0.2,0
Cc1ccsc1C(=O)N1CCCC(C(=O)c2cc(F)ccc2F)C1 (stereo not drawn),97,91,-2,-4,1,-2,93,0,0,0.6,-1
Cc1nc2cccc(C(=O)NCc3ccccc3)c2o1,99,104,1,0,1,1,103,3,0,0.5,4
COc1cccc(/C=N/NC(=O)c2[nH]c(C)c(C(=O)N/N=C/c3cccc(OC)c3O)c2C)c1O,76,74,8,2,4,13,72,-2,5,-0.2,3
O=[N+]([O-])c1ccc2nc(-c3ccccc3)n(OCc3ccc(Cl)cc3)c2c1,100,93,3,0,0,-2,93,4,0,0.8,2
COc1ccc([N+](=O)[O-])cc1NC(=O)Nc1cccc(Cl)c1,109,106,-7,-2,-4,-7,106,49,-2,8.5,-3
CCOc1cc(NC(=O)c2ccco2)c(OCC)cc1NC(=O)c1cc(OC)c(OC)c(OC)c1,100,101,-8,-19,-2,-9,101,55,-7,16,-11
Cc1sc2ncnc(OCC(=O)N3CC(=O)Nc4ccccc43)c2c1C,105,106,-2,-6,-1,-3,97,5,-2,13,-4
O=C(c1cn(-c2ccccc2)nc1-c1cccs1)N1CCN(c2ccccn2)CC1,102,95,-6,-11,0,9,98,12,-2,11,-12
Nn1c(CSc2ccccn2)nc2ccccc2c1=O,101,101,-12,-7,1,-4,104,0,1,0.2,-9
COc1ccc(N2CCN(c3nc(=S)n(-c4ccccc4)c(C)c3C(C)=O)CC2)cc1,97,100,-9,-13,-1,-13,99,1,-2,0.9,-9
O=C(CN1CCC(C(=O)c2cccc(Cl)c2)CC1)Nc1cccc(C(=O)O)c1,106,105,-3,-5,0,-3,97,0,0,0.3,-1
COc1ccc(CCNC(=O)Cn2c(=O)n(Cc3ccco3)c(=O)c3ccc(Cl)cc32)cc1OC,95,93,-13,-5,0,-5,91,59,-4,11,-4
COc1ccc(-c2c(=O)n(OCc3ccccn3)c3ccccc3[n+]2[O-])cc1OC,101,98,-10,-18,-4,-6,99,56,-4,1.9,-11
C/C(=N\NC(=O)CNc1cccc(Cl)c1C)C1CC1,98,100,-4,-5,-1,-3,97,1,-3,0.3,-2
